# PGE2 EP2 inh – human EP2 receptor antagonists, primary screen, TR-FRET cAMP, C6 glioma cells; C6 glioma cells expressing human EP2; cells stimulated with saturating PGE2; inhibition, % at 25 µM; 260,000 compounds, 0.52% hits;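 active = percent inhibition above 40 after rounding to a whole number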;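 note: rat C6 glioma host cells with rolipram phosphodiesterase inhibitor present; the protocol text gives 20 µM as final concentration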
# Target sequence (P43116 whole entry, looked up): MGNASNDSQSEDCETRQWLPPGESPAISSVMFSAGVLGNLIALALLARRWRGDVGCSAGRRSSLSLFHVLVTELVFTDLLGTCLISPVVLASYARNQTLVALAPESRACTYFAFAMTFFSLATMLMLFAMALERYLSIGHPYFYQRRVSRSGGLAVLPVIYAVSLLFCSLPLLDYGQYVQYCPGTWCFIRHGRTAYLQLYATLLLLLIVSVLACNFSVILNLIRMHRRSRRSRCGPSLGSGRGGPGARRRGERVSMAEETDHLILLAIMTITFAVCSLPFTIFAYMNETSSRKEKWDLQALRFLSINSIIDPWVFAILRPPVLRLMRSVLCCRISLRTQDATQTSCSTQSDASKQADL
# EP2 mod – EP2 receptor modulators, cAMP readout, primary screen, cell-based, HTRF cAMP, PGE2 stimulation; Prostaglandin E2 receptor EP2 subtype (Homo sapiens), P43116; EP2-expressing cells, cAMP HTRF FRET, PGE2 co-stimulation; induction, % at 25 µM; 260,000 compounds, 0.83% hits;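 active = compounds whose cAMP rise, as percent of the full-agonist control response, exceeds 60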;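 note: rat C6 glioma line stably carrying human EP2 under a CMV promoter; the protocol text gives 20 µM as final concentration; 100% = response of wells given 1 µM PGE2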
# eIF4E 4G PPI – eIF4E–eIF4G protein interaction inhibitors, primary screen, biochemical, uHTS, TR-FRET, eIF4GI fragment. Eukaryotic translation initiation factor 4E (Mus musculus) + Eukaryotic translation …. TR-FRET eIF4E-eIF4GI(517-606) binding, 2 h. inhibition, % at 21.7 µM. 220,000 compounds, 0.37% hits;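 active = inhibition above about 30%, limit read from the data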;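 note: 0% = full FRET control wells and 100% = background wells lacking eIF4GI fragment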
# m-calpain inh – inhibitors of pig calpain II, primary screen, biochemical, fluorogenic peptide substrate, 1536-well; purified calpain II, 30 min; inhibition, % at 16 µM; 220,000 compounds, 0.37% hits; AID 1236, 2008;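 active = inhibition above about 50%, limit read from the data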
# Hck Nef HTS – inhibitors of Nef-activated human Hck kinase, primary screen, biochemical, Z-Lyte FRET, 384-well, Hck-YEEI; 220,000 compounds, 0.68% hits; Recombinant Hck-YEEI plus Nef, Z-Lyte FRET kinase assay; Tyrosine-protein kinase HCK (Homo sapiens), P08631; inhibition, % at 20 µM; AID 463187, 2010;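 active = Hck-Nef kinase inhibition above about 50%, limit read from the data; inactive = inhibition below that limit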;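 note: 0% = DMSO with Hck plus Nef and 100% = Hck alone without Nef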
# L929 necroptosis – inhibitors of zVAD-triggered necroptosis, primary screen, L929 cells | L929 zVAD necroptosis rescue, ATP luminescence, 24 h; with zVAD 60 µM | 220,000 compounds, 0.38% hits | AID 1377, 2008 | viability rescue, % at 10 µM;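 active = activation, scaled between plate controls, above about 75%, limit read from the data; inactive = activation under that limit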;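 note: 0% = zVAD with DMSO and 100% = DMSO alone without zVAD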
# TbHK1 inh – Trypanosoma brucei hexokinase 1 inhibitors, primary screen, biochemical, G6PDH-coupled NADH absorbance, MLSCN library | hexokinase 1 [Trypanosoma brucei] | recombinant TbHK1, G6PDH-coupled NADH A340 | inhibition, % at 10 µM | 220,000 compounds, 0.11% hits;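 active = inhibition of 50% or more in the single-dose primary screen; inactive = inhibition below 50%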
# 14-3-3 Bad PPI – inhibitors of 14-3-3 zeta/Bad binding, primary screen, biochemical, TR-FRET, bovine 14-3-3 zeta | TR-FRET 14-3-3zeta/Dy647-pBad peptide displacement, 1 h | inhibition, % at 21.7 µM | 220,000 compounds, 0.71% hits | 14-3-3 protein zeta/delta (Bos taurus), P63103;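 active = inhibition above about 70%, limit read from the data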;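 note: 0% = full 14-3-3 plus peptide FRET controls and 100% = background without 14-3-3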
# Target sequence (P63103 whole entry, looked up): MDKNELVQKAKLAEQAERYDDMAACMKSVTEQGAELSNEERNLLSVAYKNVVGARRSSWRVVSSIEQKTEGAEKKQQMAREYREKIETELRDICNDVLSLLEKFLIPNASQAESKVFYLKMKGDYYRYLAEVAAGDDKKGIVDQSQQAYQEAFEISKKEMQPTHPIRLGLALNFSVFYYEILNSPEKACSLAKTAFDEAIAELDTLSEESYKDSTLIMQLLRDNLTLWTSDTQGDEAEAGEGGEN
# Rad51 HR inh – human RAD51 strand exchange inhibitors, primary screen, biochemical, fluorescence; DNA repair protein RAD51 homolog 1 (Homo sapiens), Q06609; hRad51 DNA strand exchange, fluorescence dequenching; inhibition, % at 10 µM; 200,000 compounds, 0.085% hits;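 active = inhibition above 40% at the single screening dose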;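 note: 0% = DMSO control wells and 100% = blanks with heterologous ssDNA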
# Target sequence (Q06609 whole entry, looked up): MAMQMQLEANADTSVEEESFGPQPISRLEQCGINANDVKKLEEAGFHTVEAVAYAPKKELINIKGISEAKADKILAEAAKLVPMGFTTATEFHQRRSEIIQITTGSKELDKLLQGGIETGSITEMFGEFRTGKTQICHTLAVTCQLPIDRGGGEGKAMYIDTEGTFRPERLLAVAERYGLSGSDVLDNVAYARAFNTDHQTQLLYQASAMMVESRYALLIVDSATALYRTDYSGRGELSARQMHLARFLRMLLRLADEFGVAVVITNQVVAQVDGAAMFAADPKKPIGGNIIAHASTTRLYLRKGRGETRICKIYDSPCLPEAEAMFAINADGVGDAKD
#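 Material: hRad51 filaments on single-stranded DNA; Reagent: Donor/quencher-labelled 47-bp dsDNA substrate; Compound: 10 µM final, single point; Schedule: 37 °C 15-min filament assembly, 30-min compound preincubation, 15-min exchange; Technique: FRET fluorescence, excitation 485 nm, emission 520 nm; Benchmarks: control wells and blank wells on each plate.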
# Starred values were filed as active, the others as inactive; / = no result given; & = joins results of further samples; [ ] = remark or other dose.
SMILES,PGE2 EP2 inh,EP2 mod,eIF4E 4G PPI,m-calpain inh,Hck Nef HTS,L929 necroptosis,TbHK1 inh,14-3-3 Bad PPI,Rad51 HR inh
Cc1ccnc(NC(=O)CCC(=O)N(CC(=O)NCc2ccccc2)Cc2cccs2)c1,7,-2,-3,40,14,0.3,7,3,-22
CCCn1c(SCC(=O)N2CC(=O)Nc3ccccc32)nc2ccccc21,5,2,-3,25,3,0.6,-3,-7,7
O=C(NC1CC1)C1CCCN(C(=O)NC2CCCCC2)C1 (stereo not given),11,10,-1,-12,1,1.3,-7,-6,7
COc1c(C)cc(Br)cc1C(=O)Nc1cccc(NC(=O)c2ccco2)c1,-2,-25,8,20,1,0.9,0,0,4
COC(=O)c1c(NC(=O)c2ccc(N(C)S(=O)(=O)c3ccc(C)cc3)cc2)sc2c1CCCC2,9,11,3,-250,-1,0.5,-14,-4,30
C=CCOC(=O)C1=C(C)Nc2nnnn2C1c1cccc(OC)c1OC (stereo not given),0,24,-2,30,-1,0.4,1,-9,3
CCOC(=O)C1(C)NC(c2ccc(OC)cc2OC)C2C(=O)N(c3cccc(OC)c3)C(=O)C21 (stereo not given),8,10,-2[fluorescence artefact?],-19,0,-0.1,3,-4,-5
O=C1C2C3C=CC(C2C(=O)N1c1ccc(O)cc1)C1C2C(=O)N(c4ccc(O)cc4)C(=O)C2C31 (stereo not given),7,6,-4,0,23,-0.1,-10,0,3
Cc1c(C)[n+](=O)c(-c2ccco2)c(C)n1[O-],12,44,7,-19,2,-0.1,-5,5,-11
O=S(=O)(c1cccc2c(S(=O)(=O)N3CCCC3)cccc12)N1CCCC1,17,-6,-5[fluorescence artefact?],10,-1,0.0,-6,-7,-2
O=C(c1ccc2c(c1)OCCO2)C1CCN(S(=O)(=O)c2cccc(F)c2)CC1,4,-44,-4,-14,2,0.0,2,-4,-7
CC(=O)C(=Nc1ccc(Cl)cc1Cl)NNc1cccc(Cl)c1,11,-45,1,1,0,-0.5,-4,-10,7
CC1CCCCN1C(=O)c1ccc(OC2CCN(S(=O)(=O)N(C)C)CC2)cc1 (stereo not given),11,-36,-4,35,12,9.1,1,-11,1
Cc1cc(NC(=O)CSc2ccc3nnc(-c4ccccn4)n3n2)no1,12,-34,2,-45,0,0.6,-7,-7,8
CCC(C)c1ccc(O)c(NC(=S)NC(=O)c2cccnc2)c1 (stereo not given),5,-39,-1,5,2,-1.0,-4,-16,/
O=C(COC(=O)c1ccc([N+](=O)[O-])o1)Nc1cccc(S(=O)(=O)N2CCCCC2)c1,3,-49,5,-46,-15,1.7,-5,1,2
COc1ccc(OC)c(NC(=O)CSc2ncnc3c2cnn3-c2ccccc2Cl)c1,14&7,-86&-68,0[fluorescence artefact?],-15,13,-1.1,-10,-2,-7
COC(=O)[C@@H](NC(=O)Nc1cccc(Br)c1)C(C)C,5,15,5[fluorescence artefact?],10,2,0.6,0,-5,/
CC(=O)Nc1ccc(NC(=O)Cn2nc([N+](=O)[O-])c(Br)c2C)cc1,3,-36,-2,47,16,-0.2,6,13,0
COc1ccc(C=O)cc1CSc1ccccn1,12,-14,1,13,3,0.9,-6,1,13
CC(=O)c1c(C(C)=O)c(C)n(C2CCCCC2)c1C,-6,15,-4,10,-3,-0.2,-9,0,-1
O=C(O)c1cccc(S(=O)(=O)NCCc2ccccc2)c1,7,-19,3,25,-10,0.1,8,11,3
C=CCNc1nc(C)nc(OC)n1,24,22,-1,-11,-1,2.9,-6,-6,-6
Cc1cc(C)n(/N=C/c2cccs2)c(=O)c1C#N,4,18,5,7,0,0.6,-29,-5[fluorescence artefact?],6
CC1C/C(=N\NC(=O)CCc2ccc(S(=O)(=O)N3CCOCC3)cc2)CC(C)(C)C1 (stereo not given),3,17,0,8,1,1.8,4,0,-2
O=C(CSc1nnc2ccccn12)Nc1ccc2c(c1)OCO2,8,-4,-2,3,15,1.9,-4,-7,-4
COc1ccccc1NC(=O)Cn1c(=O)n2nc(C)nc2c2ccccc21,7,2,-1,-15,3,0.4,-2,12,-3
Cc1csc(=Nc2ccccc2)n1CCO,7,-6,0,19,3,0.3,-4,-8,1
Cc1nc(SCn2nnc3ccccc3c2=O)nc(C)c1C,4,20,13[fluorescence artefact?],7,-2,3.1,-6,-2,1
O=C(N/N=C/c1cccc(Oc2ccccc2)c1)c1ccccc1Br,12,-23,2,18,2,1.1,15,10,-2

# Given with two lines to a compound: 11 of the compounds above.
# Every second line gives: PGE2 EP2 inh	EP2 mod	eIF4E 4G PPI	m-calpain inh	Hck Nef HTS	L929 necroptosis	TbHK1 inh	14-3-3 Bad PPI	Rad51 HR inh
- COc1ccc(OC)c(NC(=O)CSc2ncnc3c2cnn3-c2ccccc2Cl)c1
  14&7	-86&-68	0[fluorescence artefact?]	-15	13	-1.1	-10	-2	-7
- COC(=O)[C@@H](NC(=O)Nc1cccc(Br)c1)C(C)C
  5	15	5[fluorescence artefact?]	10	2	0.6	0	-5	/
- CC(=O)Nc1ccc(NC(=O)Cn2nc([N+](=O)[O-])c(Br)c2C)cc1
  3	-36	-2	47	16	-0.2	6	13	0
- COc1ccc(C=O)cc1CSc1ccccn1
  12	-14	1	13	3	0.9	-6	1	13
- CC(=O)c1c(C(C)=O)c(C)n(C2CCCCC2)c1C
  -6	15	-4	10	-3	-0.2	-9	0	-1
- O=C(O)c1cccc(S(=O)(=O)NCCc2ccccc2)c1
  7	-19	3	25	-10	0.1	8	11	3
- C=CCNc1nc(C)nc(OC)n1
  24	22	-1	-11	-1	2.9	-6	-6	-6
- Cc1cc(C)n(/N=C/c2cccs2)c(=O)c1C#N
  4	18	5	7	0	0.6	-29	-5[fluorescence artefact?]	6
- CC1C/C(=N\NC(=O)CCc2ccc(S(=O)(=O)N3CCOCC3)cc2)CC(C)(C)C1 (stereo not given)
  3	17	0	8	1	1.8	4	0	-2
- O=C(CSc1nnc2ccccn12)Nc1ccc2c(c1)OCO2
  8	-4	-2	3	15	1.9	-4	-7	-4
- COc1ccccc1NC(=O)Cn1c(=O)n2nc(C)nc2c2ccccc21
  7	2	-1	-15	3	0.4	-2	12	-3

# (list continues)
SMILES,PGE2 EP2 inh,EP2 mod,eIF4E 4G PPI,m-calpain inh,Hck Nef HTS,L929 necroptosis,TbHK1 inh,14-3-3 Bad PPI,Rad51 HR inh
S=c1[nH]nc(COc2ccccc2)n1/N=C/c1ccccn1,14,4,-4,6,4,-0.3,14,-13,/
Cc1ccc(-n2nc(C)c3c(=O)[nH]c(C(F)(F)F)nc32)cc1,3,1,5,-9,-3,1.0,17,7,-6
CC(C)Cn1cnc2c(c1=N)C(c1ccccc1)C1=C(CC(C)(C)CC1=O)O2 (stereo not given),15,-5,-2,-307,14,-1.4,-5,-7,/
O=C(NCc1ccco1)Nc1ccc([N+](=O)[O-])cc1,8&6,8&-34,-1&0,33&2,16&32,-0.2&17,-43&-16,-1&-25,-2&14
CC(=O)N1CCC2(CC1)C/C(=N\NC(=S)Nc1ccccc1C)c1cc(O)ccc1O2,10,-53,0,-184,22,1.0,-24,-30,16
O=C1c2ccccc2S(=O)(=O)N1CC(O)COc1ccc(Br)cc1 (stereo not given),4,-17,6,20,4,0.3,1,2[fluorescence artefact?],2
COc1ccc(CCNC(=O)CSc2nc3[nH]ncc3c(=O)n2-c2ccccc2OC)cc1OC,4,12,-3,-6,11,1.1,-3,-7,-2
O=C(CSc1nnc(C2CC2)n1Cc1ccccc1)Nc1cccnc1Cl,14,-8,0,2,-7,0.7,-6,6,-3
COC(=O)c1cc(NC(=O)c2c(-c3c(Cl)cccc3Cl)noc2C)ccc1N1CCOCC1,9,-20,-1,-3,-2,0.0,-19,2,11
COc1ccc(/C=C2\SC(=O)N(CCNC(=O)C3CC(=O)N(c4ccccc4)C3)C2=O)cc1 (stereo not given),1,-1,-8[fluorescence artefact?],12,0,0.0,-32,-12,-4
CCOC(=O)N1CCN(S(=O)(=O)c2ccc3c(c2)SCC(=O)N3)CC1,/,7,3,0,1,-0.1,6,7,/
Cc1ccc(C(=O)COc2cccc(NC(=O)c3ccco3)c2)cc1,8,-13,3,15,1,0.3,0,-4,89*
CCOC(=O)c1cnc2c(c(C)nn2C)c1Oc1ccc(Cl)cc1,3,67*,/,-10,2,-0.2,-2,/,-8
Cc1ccc(Nc2nnc(SCC(=O)Nc3ncc(S(=O)(=O)c4ccc([N+](=O)[O-])cc4)s3)s2)cc1,15,32,0,-19,-1,1.7,5,-9,-2
COc1ccc(-c2ncccc2OC(=O)C23CC4CC(CC(C4)C2)C3)cc1OC,6,11,9,-112,4,0.2,-8,35,4
COC(=O)c1c(NC(=O)c2cccc([N+](=O)[O-])c2)sc(C(N)=O)c1C,11,0,0,-90,5,0.0,0,41,25
O=C(COc1ncnc2ccccc12)Nc1cc([N+](=O)[O-])ccc1F,10,3,9,2,1,1.0,-4,-2,-3
Cc1cc(C)cc(N(C(=O)c2ccc(Br)o2)C2C=CS(=O)(=O)C2)c1 (stereo not given),4,18,1,-4,26,-0.5,2,-7,12
O=C(CN1C(=O)NC2(CCCC2)C1=O)Nc1cccc(-c2nnc3n2CCCCC3)c1,10,10,-1[fluorescence artefact?],-14,0,3.1,-10,6,-4
Cc1cc(C)c(S(=O)(=O)c2c(C)cccc2C)c(OCC(C)C)n1,5,58,-5,10,3,-0.2,5,-16,-2

# The final 2 entries of the section before open the next one:
SMILES,PGE2 EP2 inh,EP2 mod,eIF4E 4G PPI,m-calpain inh,Hck Nef HTS,L929 necroptosis,TbHK1 inh,14-3-3 Bad PPI,Rad51 HR inh
O=C(CN1C(=O)NC2(CCCC2)C1=O)Nc1cccc(-c2nnc3n2CCCCC3)c1,10,10,-1[fluorescence artefact?],-14,0,3.1,-10,6,-4
Cc1cc(C)c(S(=O)(=O)c2c(C)cccc2C)c(OCC(C)C)n1,5,58,-5,10,3,-0.2,5,-16,-2
Cc1ccc(OCCN2C(=O)c3ccccc3C2=O)c(C)c1,4,32,3,-9,-1,0.5,8,-2,4
CCOC(=O)Cc1csc(SCC(=O)NC2CCCC(C)C2C)n1 (stereo not given),8,6,4[fluorescence artefact?],1,0,0.1,4,2,26
CCCC1(C(=O)OCC)NC(c2ccc(O)cc2)C2C(=O)N(c3ccc4c(c3)OCCO4)C(=O)C21 (stereo not given),3,15,-8,-53,5,0.3,3,-3,-11
CCCOc1ccc([N+](=O)[O-])c(N)c1,6,-18,6[fluorescence artefact?],1,7,0.2,-6,-15[fluorescence artefact?],-1
O=C(COc1ncnc2ccccc12)N1CCN(C(=O)c2ccco2)CC1,16,31,2,-20,0,2.5,2,10,-8

# Screens as filed in PubChem.

# Only part of the results is shown; rates above refer to the full screens.
